PGC1a acetyl inh: inhibitors of PGC1a acetylation signal, primary screen, cell-based, U2OS, AlphaScreen, inhibitor mode; AlphaScreen anti-acetyl-lysine; with virally co-expressed GCN5 acetyltransferase; inhibition, % at 15.6 µM; 350,000 tested, 0.17% active; AID 651687, 2012;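 active means every replicate shows inhibition of at least 40%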;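 further: 0% = neutral control wells and 100% = positive control wells; some results beyond the cut were filed as inactive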
INS-1E GSIS act: GLuc luminescence reporter in INS-1E cells, primary screen for activators of glucose-dependent secretion of insulin; activation, % at 16.6 µM; INS-1E GLuc reporter insulin secretion, 2-3 h; 370,000 tested, 0.61% active;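 active means lowest replicate activation of at least 40%, so every replicate reaches that level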;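 further: 0% = median of neutral control wells and 100% = median of IBMX positive control wells; some compounds called inactive have numbers as strong as hits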
CFTR F508del cor: F508del CFTR correction, initial screen, CFBE line, single point; CFBE cells, YFP halide quenching; stimulated with forskolin plus potentiator P3; % fluorescence drop versus neutral controls; activity (quench increase), % at 7.58 µM; 350,000 tested, 0.36% active; AID 720511, 2013;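 active means mean added fluorescence quench of at least 8% versus neutral control, with both replicates also reaching 8%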;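 further: cells transiently co-express mutant CFTR-F508del with the halide-sensitive YFP; corrector assay measuring rescue of mutant channel to the surface after 24 h compound exposure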
FN deposition inh: inhibitors of fibronectin matrix deposition, primary screen, AH1F cells, Alexa488-fibronectin fluorescence, plate reader | AH1F fibroblasts, overnight | inhibition, % at 12.6 µM | 350,000 tested, 0.086% active | AID 743247, 2014;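 active means mean inhibition across replicates of 30% or more, regardless of how many single replicates reach that level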;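 further: positive control wells lacked labelled fibronectin entirely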
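Measured by – fluorescence 485/525 nm · System – AH1F fibroblast monolayer, labelled fibronectin deposition · Amount – 10000 cells per well · Buffer or medium – serum-reduced DMEM (2% serum) · Doses – single dose, pinned · Also added – fluorescent fibronectin at 24 nM final · Schedule – 1 h cell attachment, overnight exposure to compound and label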
Cneo AK release: Cryptococcus neoformans cell lysis inducers, primary screen, AK release luminescence, single concentration; C. neoformans lysis, adenylate kinase release luminescence, 4 h; normalised: neutral wells 0, clomiphene wells 100; lysis activity, % at 15 µM; 360,000 tested, 0.2% active;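 active means mean lysis activity across replicates of at least 80%, whatever share of replicates individually reach that level; inactive means mean lysis activity below 80%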
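Material – Cryptococcus neoformans yeast cells · Quantity – 5 × 10^6 yeast cells/mL · Buffer or medium – YPD medium · Compound – single dose · Timing – 4 h static compound exposure, 37 °C, read 1 h post-reagent · Signal – adenylate kinase release luminescence · Read-out basis – lysis from increased AK signal · Benchmarks – Clomiphene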
miR122 inh: miR-122 Renilla sensor signal increase in Huh7, primary screen, miR-122 inhibitor project, cell-based, single point, plate reader; Huh7 miR-122 Renilla luciferase sensor, 48 h; neutral wells = 0, positive control = 100; activation (reporter increase), % at 12.5 µM; 340,000 tested, 0.3% active; AID 602342, 2012;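 active means mean replicate activation score at least 90 and every replicate individually at or above 90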;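 further: higher luciferase means less miR-122 activity so hits act as miR-122 inhibitors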
PglD inh: C. jejuni PglD acetyltransferase inhibitors, primary screen, biochemical, DTNB colorimetric, single point. UDP-N-acetylbacillosamine N-acetyltransferase PglD (Campylobacter jejuni). inhibition, % at 12.5 µM. AID 602405, 2012. 360,000 tested, 0.098% active. purified PglD enzyme, DTNB colorimetric CoA detection; in the data active means inhibition above about 16%, passing the limit was not always enough; further: strong numbers were not always called active
Statin myotox sup: suppressors of statin myotoxicity in C2C12 myotubes, primary screen, cell-based, single point, plate reader. C2C12 myotubes + simvastatin, ATP luminescence, 48 h; scaled: DMSO 0, geranylgeraniol control 100. rescue of ATP level, % at 7.49 µM. 330,000 tested, 0.78% active. AID 602340, 2012;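 active means mean ATP rescue above about 67%, or every replicate alone reaching that limit, limit read from the data, passing the limit was not always enough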;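 further: myotubes were challenged with 10 µM simvastatin during compound exposure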
An asterisk follows results filed as active; [ ] = another dose, or the depositor's remark.

Screening Clc1ccc(Cn2cc(/C=N/n3cnnc3)c3ccccc32)cc1 returned PGC1a acetyl inh -1, Cneo AK release 2, miR122 inh 16 and PglD inh -1.
For CSc1ncc(Cl)c(C(=O)Nc2cc(C)ccc2C)n1 the results were PGC1a acetyl inh -1, INS-1E GSIS act 22, CFTR F508del cor 3.8, FN deposition inh -3, Cneo AK release -1, miR122 inh 3, PglD inh 1 and Statin myotox sup 8.
Nc1ccc(-c2nc3ncccc3o2)cc1 was read as PGC1a acetyl inh 1, INS-1E GSIS act 1, CFTR F508del cor -1.9, FN deposition inh -14, Cneo AK release -1, miR122 inh -7, PglD inh 1 and Statin myotox sup -5.
COc1ccc(OC)c(NC(=O)COC(=O)C2CCC2)c1 was read as PGC1a acetyl inh 9, INS-1E GSIS act 7, CFTR F508del cor -3.8, FN deposition inh 0, Cneo AK release 3, miR122 inh 0, PglD inh 0 and Statin myotox sup 1.
Screening CC1CCN(C(=S)NC(=O)c2ccc(F)cc2)CC1 returned PGC1a acetyl inh -12, INS-1E GSIS act 14, CFTR F508del cor -1.9, FN deposition inh -2, Cneo AK release 3, miR122 inh 0, PglD inh 1 and Statin myotox sup 1.
`CC1(C(=O)Nc2ccc3[nH]ncc3c2)CCN1C(=O)CC(c1ccccc1)c1ccccc1` (stereo not drawn) gave PGC1a acetyl inh -9, INS-1E GSIS act 5, CFTR F508del cor -4.7, FN deposition inh -3, Cneo AK release 0, miR122 inh 0, PglD inh 8 and Statin myotox sup 1.
Cc1ccc(N(CC(=O)NC2CCCCC2)C(=O)CNC(=O)c2cccs2)cc1 was read as INS-1E GSIS act -10, CFTR F508del cor 1.5, FN deposition inh 4, Cneo AK release -4, PglD inh 0 and Statin myotox sup 5.
`CCOc1ccc(N=CNc2ccc(OCC)cc2)cc1` gave INS-1E GSIS act -3, CFTR F508del cor -2.2, FN deposition inh 8 and Statin myotox sup 16.
`CC1(C(=O)Nc2ccc(F)c(Cl)c2)Cc2c(-c3cccc(C(N)=O)c3)ccnc2O1` (stereo not drawn) gave PGC1a acetyl inh 1, INS-1E GSIS act -22, CFTR F508del cor 0.2, FN deposition inh 9, Cneo AK release -1, miR122 inh 5, PglD inh -7 and Statin myotox sup -8.
`CCCN1CN(c2ccccc2)C(=S)N(c2ccccc2)C1` gave PGC1a acetyl inh -8, INS-1E GSIS act 18, CFTR F508del cor 0.4, FN deposition inh -7, Cneo AK release 7, miR122 inh 3, PglD inh 2 and Statin myotox sup -6.
For C/C=C/c1ccc([C@@H]2[C@H](CO)N3CCCCN(S(=O)(=O)c4cccs4)C[C@@H]23)cc1 the results were PGC1a acetyl inh -17, INS-1E GSIS act -18, CFTR F508del cor -0.3, Cneo AK release 53, miR122 inh -20[16.7 µM] and PglD inh 0.
O=C(CCN1C(=O)C2CC=C(Cl)CC2C1=O)NC1CCCCC1 (stereo not drawn) was read as PGC1a acetyl inh 1, FN deposition inh 1, Cneo AK release -1, miR122 inh -1, PglD inh -4 and Statin myotox sup -13.
For Cc1nn(CC(=O)Nc2ccc3c(c2)OCO3)c(C)c1Cl the results were PGC1a acetyl inh -48, INS-1E GSIS act 5, CFTR F508del cor -1.3, FN deposition inh -2, Cneo AK release 17, miR122 inh 3, PglD inh 11 and Statin myotox sup -3.
For CCOC(=O)C1(CCOc2ccccc2)CCN(Cc2ccc(OCC)c(CO)c2)CC1 the results were INS-1E GSIS act 25, CFTR F508del cor -0.4, FN deposition inh -6, Cneo AK release 1, miR122 inh -21, PglD inh 3 and Statin myotox sup -17.
`CC(=O)c1ccc(S(=O)(=O)NCC(=O)Nc2nc3ccccc3[nH]2)cc1` gave PGC1a acetyl inh -7, INS-1E GSIS act -3, CFTR F508del cor -1.5, FN deposition inh 3, Cneo AK release -1, miR122 inh 2, PglD inh 3 and Statin myotox sup 6.
Screening C[C@@H]1CN([C@@H](C)CO)C(=O)c2cc(C3=CCCC3)cnc2O[C@@H]1CN(C)C(=O)CN(C)C returned PGC1a acetyl inh -4, INS-1E GSIS act 18, CFTR F508del cor 0.4, FN deposition inh -3, Cneo AK release -2, miR122 inh 3[16.7 µM], PglD inh -2 and Statin myotox sup 6.
O=C(C[C@H]1C=C[C@@H](NC(=O)c2cccnc2)[C@@H](CO)O1)NCCN1CCCCC1 was read as PGC1a acetyl inh 2, INS-1E GSIS act 8, CFTR F508del cor -0.8, FN deposition inh -5, Cneo AK release 3, PglD inh 1 and Statin myotox sup -10.
CC12CC3CC(C)(C1)CC(C(=O)NC(=S)N1CCOCC1)(C3)C2 was read as PGC1a acetyl inh -8, INS-1E GSIS act -26, Cneo AK release 5, miR122 inh -5, PglD inh 3 and Statin myotox sup -3.
O=C(OCc1ccc([N+](=O)[O-])cc1Cl)c1cnccn1 was read as PGC1a acetyl inh -1, INS-1E GSIS act 2, CFTR F508del cor -1.3, FN deposition inh 0, Cneo AK release -2, miR122 inh -5, PglD inh 9 and Statin myotox sup -5.
`O=C1C(=C(O)c2ccccc2)C(=O)c2ccccc21` gave PGC1a acetyl inh -11, INS-1E GSIS act 0, CFTR F508del cor -0.3, Cneo AK release 1, miR122 inh -5, PglD inh 1 and Statin myotox sup -27.
`COc1cc(S(=O)(=O)NCc2ccc3c(c2)OCO3)ccc1Cl` gave PGC1a acetyl inh 0, INS-1E GSIS act 39, FN deposition inh -8, Cneo AK release 18, miR122 inh 11, PglD inh -5 and Statin myotox sup 12.
Screening Cc1noc(C)c1NC(=O)N(C)C[C@@H]1OCCCC[C@H](C)Oc2ccc(NC(=O)c3ccccc3)cc2C(=O)N([C@@H](C)CO)C[C@@H]1C returned PGC1a acetyl inh 4, INS-1E GSIS act 7, CFTR F508del cor -2.5, FN deposition inh 1, Cneo AK release 18, miR122 inh 10[16.7 µM] and PglD inh 5.
For CCC(=O)Nc1nc(N)n(-c2ccccc2)n1 the results were PGC1a acetyl inh 1, FN deposition inh -4, Cneo AK release -5, miR122 inh -1, PglD inh 6 and Statin myotox sup -1.
Cc1nc(NC(=O)c2cccc(Cl)c2)sc1C(=O)N1CCCCC1 was read as PGC1a acetyl inh -3, INS-1E GSIS act 13, CFTR F508del cor 2.5, FN deposition inh 0, Cneo AK release 1, miR122 inh 0, PglD inh 1 and Statin myotox sup 0.
For COc1ccc(NC(=O)N(C)C[C@H]2Oc3ccc(NC(=O)Nc4ccc(C(F)(F)F)cc4)cc3CC(=O)N([C@H](C)CO)C[C@H]2C)cc1 the results were PGC1a acetyl inh 1, INS-1E GSIS act -3, CFTR F508del cor 4.1, Cneo AK release -60, miR122 inh 11[16.7 µM], PglD inh 3 and Statin myotox sup -43.
Screening COc1ccc(/C=C/c2ccccc2)cc1[C@H]1[C@H]2C=CC[C@@H](C)[C@@H]2C(=O)N1Cc1ccccc1 returned PGC1a acetyl inh 14, INS-1E GSIS act -12, CFTR F508del cor 0.0, FN deposition inh 0, Cneo AK release 6, miR122 inh -3, PglD inh 0 and Statin myotox sup -21.
For COCC#Cc1ccc2c(c1)O[C@H](CN(C)S(=O)(=O)c1ccc(F)cc1)[C@@H](C)CN([C@H](C)CO)S2(=O)=O the results were PGC1a acetyl inh 4, INS-1E GSIS act -26, CFTR F508del cor 2.0, Cneo AK release -1, miR122 inh 0[16.7 µM], PglD inh -2 and Statin myotox sup -35.
Screening CC(C)C(O)(C(=O)NNc1ccccc1)C(C)C returned PGC1a acetyl inh 5, INS-1E GSIS act 0, CFTR F508del cor 2.1, FN deposition inh 4, Cneo AK release 1, PglD inh -4 and Statin myotox sup 13.
COc1cc(NC(=O)COc2ccccc2)c(OC)cc1NC(C)=O was read as INS-1E GSIS act 10, CFTR F508del cor 0.8, FN deposition inh -16, Cneo AK release -5 and PglD inh 1.
COc1ccccc1-c1cnc2c(c1)C(=O)N([C@H](C)CO)C[C@H](C)[C@@H](CN(C)C(=O)c1ccncc1)O2 was read as PGC1a acetyl inh -3, INS-1E GSIS act 10, CFTR F508del cor 4.4, FN deposition inh 10, Cneo AK release 1, miR122 inh 0[16.7 µM], PglD inh 16 and Statin myotox sup -1.
For COc1ccc(C(CNC(=O)COc2ccc([N+](=O)[O-])cc2)N2CCCCC2)cc1 (stereo not drawn) the results were PGC1a acetyl inh -2, INS-1E GSIS act 19, CFTR F508del cor -2.6, FN deposition inh -1, Cneo AK release -1, PglD inh -1 and Statin myotox sup 8.
Screening COCC(=O)Nc1ccc(Br)c(C)c1 returned PGC1a acetyl inh -1, INS-1E GSIS act -6, CFTR F508del cor 0.3, Cneo AK release -1, miR122 inh -1, PglD inh 3 and Statin myotox sup 2.
Screening Cc1ccc(C)[n+](CC(=O)N2CCCCC2)c1 returned PGC1a acetyl inh -3, INS-1E GSIS act 8, CFTR F508del cor 0.8, FN deposition inh -11 and miR122 inh 2.
`Cc1ccc(NC(=O)Cn2c(=O)oc3ccccc32)cc1C` gave PGC1a acetyl inh 24, CFTR F508del cor -1.4, FN deposition inh 0, Cneo AK release 0, miR122 inh -5, PglD inh -1 and Statin myotox sup -6.
Screening Cc1ccc(S(=O)(=O)NCCC(=O)NC2CCN(Cc3ccccc3)CC2)cc1 returned PGC1a acetyl inh 20, INS-1E GSIS act 10, CFTR F508del cor 3.7, FN deposition inh 0, Cneo AK release -4, PglD inh 1 and Statin myotox sup -3.
`CCOC(=O)N/N=C/c1c(F)cccc1F` gave INS-1E GSIS act 5, FN deposition inh -2, Cneo AK release -3, miR122 inh 4 and PglD inh 0.
For C[C@@H]1CCCCO[C@@H](CN(C)C(=O)C2CCCCC2)[C@@H](C)CN([C@H](C)CO)C(=O)c2cc(NC(=O)Nc3cccc4ccccc34)ccc2O1 the results were PGC1a acetyl inh 14, INS-1E GSIS act 4, CFTR F508del cor -1.4, Cneo AK release -5, miR122 inh -3[16.7 µM] and PglD inh 2.
Cn1ccnc1SCC(=O)NC1(C#N)CCCCC1 was read as INS-1E GSIS act 10, CFTR F508del cor 2.3, FN deposition inh -2 and Statin myotox sup -14.
Screening Cc1cccc(OCC(=O)N2CCc3ccccc3C2)c1 returned PGC1a acetyl inh -9, INS-1E GSIS act -24, CFTR F508del cor -2.3, FN deposition inh -4, Cneo AK release 3, miR122 inh -3, PglD inh -12 and Statin myotox sup 1.
For CCNC(=O)NC(=O)CSc1nc2ccccc2n1CCOC the results were PGC1a acetyl inh -2, Cneo AK release -1, miR122 inh -10, PglD inh -3 and Statin myotox sup 17.
For CCCOc1cccc(C(=O)Nc2cccc(NC(=O)c3ccco3)c2)c1 the results were PGC1a acetyl inh 7, Cneo AK release 0, miR122 inh 6, PglD inh 10 and Statin myotox sup -64.
For C[C@@H]1CN([C@H](C)CO)C(=O)c2cc(C#CCc3ccccc3)cnc2O[C@@H]1CN(C)CC1CC1 the results were PGC1a acetyl inh -12, CFTR F508del cor 1.5, miR122 inh -8[16.7 µM] and Statin myotox sup -1.

An excerpt of the results above, for reference:
For CCCOc1cccc(C(=O)Nc2cccc(NC(=O)c3ccco3)c2)c1 the results were PGC1a acetyl inh 7, Cneo AK release 0, miR122 inh 6, PglD inh 10 and Statin myotox sup -64.
For C[C@@H]1CN([C@H](C)CO)C(=O)c2cc(C#CCc3ccccc3)cnc2O[C@@H]1CN(C)CC1CC1 the results were PGC1a acetyl inh -12, CFTR F508del cor 1.5, miR122 inh -8[16.7 µM] and Statin myotox sup -1.

Source: PubChem (Broad Institute)
